# Screening results as filed in PubChem BioAssay.
# KCNH2 3.1 block: inhibitors of human KCNH2 3.1 potassium channel isoform; U2OS KCNH2 3.1, thallium flux FluxOr; stronger effect = lower value; 340,000 compounds, 0.95% hits; activity change, % (tested at about 1.8 µM);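 active = maximum activity change below -70%; inconclusive = maximum activity change from -70% to -50%; inactive = maximum activity change above -50%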;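 also: thallium influx rate constant from kinetic fluorescence after stimulation buffer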
#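 Normalized rate constant (relative to positive and negative DMSO controls) derived from a 2 min kinetic fluorescence read after stimulation; U2OS cells expressing the 3.1 isoform via virus at 1.77 x 10^8 /mL.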
# Giardia kill: kills Giardia lamblia. AID 540267. Giardia lamblia trophozoite viability. 340,000 compounds, 0.15% hits. activity change, % at 7.66 µM, hits read low; in the data active = activity change below about -80%; inconclusive = between about -30% and that limit;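 also: parasites exposed to compound for two days anaerobically before the ATP read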
#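 Giardia lamblia trophozoites (100 cells/well) were incubated with compounds for 48 h at 37 deg C under anaerobic conditions. Viability was read as ATP content by one-step luminescence after 15-30 min at room temperature.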
# GALK inhibitor: galactokinase (human) inhibition | Purified GALK, Kinase-Glo residual ATP luminescence | Potency, µM (highest dose often 57.5 µM), inactives show at the top dose activity change, negative = inhibition, most hits filed as inhibitors | 270,000 compounds, 0.007% hits; also: potency is read from the fitted curve at half-maximal effect
#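 GALK at 5 nM final was combined with compound, 35 uM ATP and 100 uM galactose in HEPES pH8.0 with MgCl2 and DTT. The reaction ran one hour at room temperature before luminescent ATP detection.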
# KCNH2 WT inh: inhibitors of human wildtype KCNH2 potassium channel. AID 720551. 340,000 compounds, 0.37% hits. activity change, % at 1.84 µM. Q12809. U2OS, BacMam KCNH2, thallium flux FluxOr; stronger effect = lower value;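 active = maximum activity change below -70%; inconclusive = maximum activity change between -70% and -50%; inactive = maximum activity change above -50%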
#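 U2OS cells transduced with wild-type KCNH2 virus are loaded with FluxOr dye for 45 min, and thallium flux is measured in kinetic reads before and after stimulation buffer. Rate constants are normalized to DMSO controls.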
# Coupling enz: counter-screen for Giardia aldolase inhibitors: coupling enzyme system. coupling enzyme system counterscreen, AmpLite Red fluorescence. 290,000 compounds, 0.67% hits. activity change, negative = inhibition, % at 58.2 µM, hits read low; in the data active = activity change below about -30%
#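 First, compound is pin-transferred into glyceraldehyde-3-phosphate coupling-enzyme reagent at 57.5 uM final and held 10 min at RT. Next, substrate, coupling system and AmpLite Red are added. After 20 min RT, fluorescence (525/598 nm) is read.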
# USP2a block: inhibitors of human ubiquitin-specific protease USP2a | USP2 core, Ub-CHOP2 coupled fluorogenic reporter, 485/531 | Potency, µM (titrated, usually from 38.3 µM), for the others: at the highest dose activity change, negative = inhibition, usual class: inhibitors | 330,000 compounds, 0.01% hits | AID 463254;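 also: potency is read from the fitted curve at half-maximal effect; plate controls were DMSO wells for no effect and full inhibition by NEM control for full effect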
#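 Cell-free coupled assay: 10nM USP2 core preincubated 30min RT with compound in Tris-HCl pH 8.0/CaCl2/CHAPS buffer, then 25nM Ub-CHOP2 and 25nM reporter substrate; fluorescence (Ex 485/Em 531) read after 60min RT, normalized to NEM inhibition, concentration-response curves fitted.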
# Chronic BCR inh: blocks chronic active B-cell receptor signaling | ABC-DLBCL IkBa-CBG/CBR reporter, luminescence ratio, 4 h | Potency, µM (doses to about 46.1 µM), for the others: at the top dose ratio change, negative = lower green/red ratio, hits mostly inhibitors | 340,000 compounds, 0.05% hits | AID 493014; active = well fitted inhibition curve with a large enough effect in the signal ratio, with a control signal flat, not every such curve was filed as active; inconclusive = small, poorly fitted or top-dose-only effect, or effect the other way, or a change in a side signal; the % refers to the signal ratio;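 also: potency is read from the fitted curve at half-maximal effect; plate controls were basal doxycycline-induced cells for no effect and cells given 10 µM MG132 for full effect; MG132 reads +100%, hits lower the ratio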
#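 TMD8 human ABC-DLBCL cells with doxycycline-inducible IκBα–green luciferase fusion and unfused red luciferase, in 0.5% FBS medium; compounds up to 46 uM, 4 h at 37C. Green/red luminescence ratio, filter-overlap corrected, fitted to concentration-response curves.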
# B2AR arrestin: beta2AR (human) beta-arrestin recruitment activity; P07550; beta-arrestin recruitment to beta2AR, cell-based reporter; Potency, µM (doses to about 46.1 µM), for the others: at the highest dose activation, actives largely listed as activators; 330,000 compounds, 0.02% hits; AID 492947;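 also: potency is read from the fitted curve at half-maximal effect; 0% = DMSO controls and full agonism = EC100 isoproterenol or metaproterenol; nearly all actives have a fitted effect of over 65% in size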
# Target sequence (P07550 whole entry, looked up): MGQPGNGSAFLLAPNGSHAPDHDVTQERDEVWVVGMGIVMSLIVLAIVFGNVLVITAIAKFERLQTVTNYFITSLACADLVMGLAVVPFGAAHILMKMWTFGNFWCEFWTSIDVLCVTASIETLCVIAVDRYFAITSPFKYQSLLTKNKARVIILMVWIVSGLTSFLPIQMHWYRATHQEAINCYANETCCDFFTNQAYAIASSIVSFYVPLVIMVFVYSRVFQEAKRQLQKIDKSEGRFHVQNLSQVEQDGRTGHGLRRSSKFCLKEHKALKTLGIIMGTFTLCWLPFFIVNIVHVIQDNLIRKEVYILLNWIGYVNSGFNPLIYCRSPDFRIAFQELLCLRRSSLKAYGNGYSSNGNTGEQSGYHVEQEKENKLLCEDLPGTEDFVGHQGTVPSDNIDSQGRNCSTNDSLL
# PKM2 act: PKM2 (human) enzyme activation. P14618. purified PKM2, Kinase-Glo ATP luminescence, activation; response scale: 0% is enzyme alone, no compound. Potency, µM (highest dose often 57.5 µM), inactives show at the top dose activation, most hits filed as activators. 260,000 compounds, 0.34% hits; also: potency is read from the fitted curve at half-maximal effect; nearly all actives have a fitted effect of over 55% in size
#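 Purified hPK-M2 (>95% pure) converted ADP (0.1 mM final) to ATP with 0.5 mM PEP in 50 mM imidazole pH7.2, KCl, MgCl2, Tween 20, BSA; 1 h at room temperature. ATP detected by Kinase-Glo luminescence.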
# uPA generation: cell surface uPA generation inhibition. AID 540303. cell surface uPA generation assay, qHTS. 330,000 compounds, 0.31% hits. Potency, µM (doses to about 38.3 µM), without a hit: at the highest dose activity change, negative = inhibition, hits mostly inhibitors; active = well fitted inhibition curve with a large enough effect; inconclusive = small, poorly fitted or top-dose-only effect; inactive = no such curve, though single readings can be large or run the other way; tested in mouse RAW 264.7 cells; also: potency is read from the fitted curve at half-maximal effect; nearly all actives have a fitted effect of over 55% in size
# Eya2 inh: Eya2 (human) phosphatase inhibition; recombinant Eya2, OMFP fluorescence dephosphorylation (OMFP is methylfluorescein phosphate); Potency, µM (titrated, usually from 76.9 µM), inactives show at the top dose activity, negative = inhibition, hits mostly inhibitors; 330,000 compounds, 0.006% hits; also: potency is read from the fitted curve at half-maximal effect
# Target sequence (O00167 whole entry, looked up): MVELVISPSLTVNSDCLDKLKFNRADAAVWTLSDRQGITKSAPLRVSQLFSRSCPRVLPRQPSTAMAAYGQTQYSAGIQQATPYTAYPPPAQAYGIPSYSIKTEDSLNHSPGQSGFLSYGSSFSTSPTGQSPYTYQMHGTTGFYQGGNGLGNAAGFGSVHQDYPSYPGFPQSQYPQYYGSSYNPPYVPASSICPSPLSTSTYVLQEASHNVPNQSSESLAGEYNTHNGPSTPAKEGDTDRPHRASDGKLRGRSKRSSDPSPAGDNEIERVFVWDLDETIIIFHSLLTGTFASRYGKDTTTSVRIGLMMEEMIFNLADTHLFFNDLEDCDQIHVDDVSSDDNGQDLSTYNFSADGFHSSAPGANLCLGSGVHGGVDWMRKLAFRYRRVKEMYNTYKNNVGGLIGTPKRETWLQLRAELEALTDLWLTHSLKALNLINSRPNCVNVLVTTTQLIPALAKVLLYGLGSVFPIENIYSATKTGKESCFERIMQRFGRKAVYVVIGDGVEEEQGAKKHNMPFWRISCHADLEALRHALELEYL
#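 Eya2 protein (added as 0.2 uM solution) was preincubated with compound for 10 min at ambient temperature in 50 mM HEPES pH 7.5, 50 mM NaCl, 5 uM MgCl2, 0.05% BSA, 1 mM DTT. OMFP (added at 50 uM) then reacted 10 min; fluorescence read at 485/525 nm.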
# An asterisk follows results filed as active; ? = inconclusive; nt = no result given; & = joins results of further samples; [ ] = dose if it differs, or a comment. Unless noted, calls follow the shape of the dose curve; as a rule, active = well fitted curve in the direction sought with a large enough effect; inconclusive = small, poorly fitted or top-dose-only effect, or another doubt; inactive = no such curve, though single readings can be large; an effect the other way counts as inactive or inconclusive. Unless noted, % is scaled to controls: 0 for no effect and ±100 for the full control effect.
SMILES,KCNH2 3.1 block,Giardia kill,GALK inhibitor,KCNH2 WT inh,Coupling enz,USP2a block,Chronic BCR inh,B2AR arrestin,PKM2 act,uPA generation,Eya2 inh
CCCn1c2c(c(O)c(C(=O)Nc3ccccc3)c1=O)CCCC2,4,12,-1%,-9,-6,-1%,?,-0.9%,0%,-3%,1%
COCCNC(=O)c1onc(CSc2cccc(OC)c2)c1C(=O)O,-8,13,-5%,-6,1,4%,-8%,-1.0%,1%,17%,13%
O=S(=O)(c1ccccc1S(=O)(=O)N1CCCCC1)N1CCCCC1,17,3,0%,12,0,3%,2%,0.0%,2%,nt,-5%
COc1ccc(-c2coc3cc4oc(=O)cc(C)c4cc23)cc1F,4,-6,0%,21,nt,-1%,2%,0.3%,-5%,nt,-6%
Cc1cc(Cl)ccc1NC(=O)NC1CCN(S(=O)(=O)c2ccc(F)cc2)CC1,-17,6,-3%,-4,-1,2%,?,0.2%,4%,-1%,5%
O=C(NC1(C(F)(F)F)NC(=O)N(c2ccc(F)cc2)C1=O)c1cccs1 (stereo unspecified),-32,25,nt,-3,0,0%,-2%,0.2%,0%,7%,-3%
CCN(C(=O)CSc1nc2ccccc2c(=O)n1C(C)COC)C1CCS(=O)(=O)C1 (stereo unspecified),0,9,-1%,-9,4,-1%,4%,0.2%,-8%,2%,-3%
O=C(COC(=O)CC(c1ccccc1)c1ccccc1)NCc1ccccc1,-3,-3,2%,3,1,-1%,-5%,-0.4%,-11%,-7%,-17%
CCOC(=O)C/C(C)=N/NC(=O)Nc1ccccc1,-8,5,1%,2,4,0%,?,-1.0%,0%,-4%,12%
CCCOc1ccc(C(=O)N2CCCc3ccccc32)cc1,-12,-23,-1%,-2,-3,2%,0%,-0.1%,-2%,1%,-11%
N#Cc1cncc(C#Cc2ccccc2)c1,-28,-5,-2%,-2,-1,-1%,0%,-0.1%,nt,5%,3%
Cc1ccc(-c2nn(CCC(=O)Nc3cccnc3)c(=O)c3ccccc23)cc1,8,3,5%,-1,5,-2%,?,-0.3%,0%,6%,-15%
CCN(CC)c1nc(-c2nn[nH]n2)nc(N(CC)CC)n1,-6,-11,0%,-1,15,4%,6%,0.3%,0%,2%,-19%
Cc1ccc(/C=C2\SC(=O)N(CCNC(=O)C3CSC4(C)CCC(=O)N34)C2=O)cc1 (stereo unspecified),7,14,nt,-16,nt,4%,-15%,-0.1%,nt,0%,6%
CCOc1ccccc1-n1c(SCC(=O)N2CCCc3ccccc32)nnc1-c1cccnc1,-18,5,1%,4,6,0%,13%,-0.2%,-2%,2%,1%
O=C(c1nc2ccccn2c1CNCCOc1cccnc1)N1CCOCC1,11,-19,3%,0,2,1%,0%,0.5%,2%,2%,5%
CCOC(=O)Nc1ccc2c(c1)nc(CN1CCN(C(C)=O)CC1)n2C,3,3,0%,2,-2,-1%,10%,-0.7%,-1%,-6%,-4%
CCNS(=O)(=O)c1ccc(CCC(=O)Nc2ccccc2C(=O)OC)cc1,25,-15,1%,-2,3,-5%,-1%,-0.6%,3%,1%,-3%
CC(C)C12CN3CCN(CC(C3)/C1=N\NC(=O)Nc1ccccc1)C2,-32,?,-1%,-37,-3,0%,1%,0.2%,2%,0%,-5%
CCSc1ncnc2sc(C)c(C)c12,8,16,0%,1,2,2%,0%,0.1%,13%,1%,16%
CC(=O)c1ccc(NC(=O)C(NC(=O)c2ccccc2)=C(C)C)cc1,-4,-7,3%,-8,1,0%,-11%,0.0%,-10%,3%,1%
CCn1c(SC)nc2cc(S(=O)(=O)N3CCCCC3)ccc21,1,31[activator],nt,4,nt,0%,0%,0.5%,nt,?,-6%
CN(C(=O)C1CCN(S(=O)(=O)c2cccc3nonc23)CC1)C1CCCCC1,-11,23,0%,6,2,1%,8%,-0.5%,nt,-6%,1%
Cc1cccc(NC(=O)CNC(=O)Cc2ccc3c(c2)OCCO3)c1C,-11,-5,nt,5,nt,0%,?,0.1%,nt,0%,-7%
Cc1c(OCC(=O)N2CCC(C(=O)O)CC2)ccc2c3c(c(=O)oc12)CCCC3,-1,-8,nt,-2,5,-1%,?,-0.2%,1%,-2%,-15%
CC1(c2ccc([N+](=O)[O-])cc2)NC(=O)N(CC(=O)Nc2cccnc2Cl)C1=O (stereo unspecified),-1,-7,nt,11,nt,0%,-15%,-0.2%,nt,3%,-6%
Cc1cc(OC(C)C(=O)NNC(=O)Nc2ccc(F)cc2F)cc(C)c1Cl (stereo unspecified),-2,-18,-1%,-3,5,-5%,?,-0.5%,0%,3%,-9%
CC(CCc1ccccc1)NC(=O)[C@@H]1Cc2ccccc2CN1 (stereo partly specified),-4,11,2%,12,4,-1%,-2%,0.5%,nt,2%,0%
COc1cccc(NC(=O)C(C)SCc2ccccc2)c1 (stereo unspecified),-2,?,-1%,-3,-1,2%,-2%,0.2%,-2%,3%,9%
CC(C)NC(=O)N(C)C[C@H]1Oc2c(NC(=O)Nc3ccc(C(F)(F)F)cc3)cccc2C(=O)N([C@H](C)CO)C[C@@H]1C,-29,-18,nt,0,nt,-2%,?,-1.6%,nt,7%,-1%
Cc1ccc(Cl)cc1NC(=O)CCN1C(=O)C2C3CCC(C3)C2C1=O (stereo unspecified),10,-9,0%,3,-1,1%,-9%,-0.3%,2%,4%,?
COC(=O)C1CN(C(=O)COc2ccc(Cl)cc2Cl)c2ccccc2O1 (stereo unspecified),-18,-3,0%,-28,-5,-1%,3%,-0.3%,nt,-4%,6%
CC(=O)Nc1ccccc1N(C)S(=O)(=O)c1ccc(C)cc1,2,-7,0%,-2,-1,2%,?,-0.2%,9%,-3%,-27%
COc1ccc(OC)c(/C=N/NC(=O)C(=O)N2CCCC2)c1,-7,3,1%,-10,1,-1%,1%,-0.7%,3%,-10%,8%
Cc1ccc(S(=O)(=O)N(C)CC(=O)N2CCN(c3ccccn3)CC2)cc1,6,-2,1%,2,0,2%,?,-0.7%,-7%,-2%,9%
CC(C)COc1ccc(C(=O)OCCN2CCCCC2)cc1,-13,17,-1%,50,1,3%,1%,0.6%,nt,0%,9%
Cc1cc(Br)cc(C)c1NC(=S)NC(=O)CC(C)C,16,-12,-4%,-2,-3,2%,?,-0.1%,-6%,3%,7%
Cc1ccc(C(=O)NCCc2c[nH]c3ccccc23)s1,31,-2,-2%,-21,-4,1%,-13%,0.6%,nt,-1%,-13%
CCCCCCC(=O)Nc1ccc(C(=O)N2CCCC2)cc1,1,-18,-1%,15,3,4%,-10%,0.1%,-5%,6%,-20%
CC(Oc1ccc(Cl)cc1Cl)C(=O)NN=C1CCN(C)CC1 (stereo unspecified),3,14,1%,3,2,-6%,-2%,-0.3%,22%,-2%,3%
Cc1ccccc1NC(=O)CCC(=O)N/N=C/c1c[nH]c2ccccc12,-16,33[activator],5%,2,2,2%,10%,0.0%,2%,-2%,7%
COc1cccc(/C=C(/C(=O)OCC(=O)NC2CCCCCCC2)c2ccccc2)c1,27,3,0%,17,1,3%,0%,0.0%,-6%,-5%,-1%
COc1ccccc1CN1CCC(n2nccc2NC(=O)CCCc2ccccc2)CC1,-9,5,-5%,28,nt,0%,-9%,0.2%,nt,-7%,-6%
Cc1ccc(C(=O)N/C(=C/c2ccco2)C(=O)NC2CCS(=O)(=O)C2)cc1 (stereo unspecified),3,-9,-1%,-13,-1,1%,5%,0.1%,-1%,0%,-5%
C=CCOc1ccc(-c2nc3c(c(=O)[nH]c(=O)n3CCCC)n2C)cc1OC,6,-3,2%,-5,4,0%,2%,-0.4%,-6%,-1%,2%
C=CCN1C(=O)/C(=C/c2ccccc2)S/C1=N/c1nccs1,-6,18,-1%,-6,-2,5%,?,0.2%,-1%,2%,-2%
O=C(O)C1C2C=CC3(CN(c4cccc(C(F)(F)F)c4)C(=O)C13)O2 (stereo unspecified),-5,9,0%,-2,3,0%,10%,0.1%,-11%,nt,30%
O=C(c1ccc(C(=O)N2CCCCCC2)cc1)N1CCCCCC1,-6,4,0%,5,-2,-1%,?,0.5%,-17%,1%,-1%
N#Cc1nc(N2CCOCC2)nc(N2CCOCC2)n1,13,1&3,0%,5,3,0%,0%,-1.1%,-5%,-6%,9%
CCC1Oc2ccc(C)cc2N(CC(=O)NCC2COc3ccccc3O2)C1=O (stereo unspecified),7,2,0%,-4,0,-1%,5%,0.1%,-3%,1%,-4%

# An unsorted share of the library. About 2.4% of those tested had a hit in this group.
